12-LOX inh: inhibitors of human 12S-lipoxygenase ALOX12; Potency, µM (highest dose often 108 µM), for the others: top-dose activity change, negative = inhibition, most hits filed as inhibitors; AID 1671190; hit rate 1.1% among 580,000; P18054; purified 12hLO, xylenol orange hydroperoxide absorbance; also: potency is read from the fitted curve at half-maximal effect; % is scaled to controls: 0 for no effect and ±100 for the full control effect
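Purified human 12hLO at 150 nM in 25 mM Hepes, 0.01% Triton X-100, pH 7.0, preincubated 15 min at room temperature with compound. Reaction started with 40 uM arachidonic acid, 30 min at room temperature. Hydroperoxide measured by Fe-xylenol orange, 573/405 nm absorbance ratio.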
ERG Ets-DNA blk: inhibitors of human ERG Ets domain-DNA interaction; hit rate 0.028% among 370,000; P11308; Potency, µM (highest dose often 76.9 µM), inactives show at the highest dose FP activity, negative = inhibition, usual class: inhibitors; fluorescence polarization, His-ERG Ets domain / labelled DNA; active = well fitted inhibition curve with a large enough effect in the polarisation, with a control signal flat; inconclusive = small, poorly fitted or top-dose-only effect, or effect the other way, or a change in a side signal; inactive = no such curve, though single readings can be large or run the other way; the % refers to the polarisation;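 also: polarization taken with two DNA probes labelled with fluorescein and Texas red; potency is read from the fitted curve at half-maximal effect; % of control where 0% means no effect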
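His-tagged ERG Ets domain (1 uM in the protein solution; 300mM KCl, 50mM Tris-HCl, 1mM EDTA, 1mM DTT, pH 7.5) received compound, then a probe mix of 5 nM fluorescein-DNA and 100nM Texas-615-DNA. Fluorescence polarization was read for both dyes.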
POLB inh: DNA polymerase beta (human) inhibition; P06746; Pol beta primer extension/strand displacement, fluorescence kinetic; Potency, µM (highest dose often 114 µM), inactives show at the highest dose activity change, negative = inhibition, actives largely listed as inhibitors; hit rate 1.3% among 340,000; also: potency is read from the fitted curve at half-maximal effect; % is scaled to controls: 0 for no effect and ±100 for the full control effect
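Kinetic readout of DNA synthesis with strand displacement by Pol beta. Compound and 10 nM enzyme sit 15 min at room temperature; 50 nM substrate starts the reaction, read immediately and at 10 min.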
APE1 inh: inhibitors of human APE1 endonuclease; recombinant APE1, TAMRA/BHQ-2 abasic DNA cleavage fluorescence; hit rate 0.35% among 350,000; Potency, µM (highest dose often 65.8 µM), without a hit: at the highest dose activity change, negative = inhibition, most hits filed as inhibitors; P27695;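 also: potency is read from the fitted curve at half-maximal effect; plate controls were vehicle for no effect and reference inhibitor for full effect; nearly all actives have a fitted effect of over 55% in size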
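Activity was derived from the fluorescence gain between first and third kinetic reads (60 s intervals, ex 525/em 598 nm) after 50 nM THF-abasic TAMRA/BHQ-2 duplex was added to 0.75 nM APE1 preincubated 15 min with compound.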
LDHA inh: blocks human lactate dehydrogenase A; P00338; purified LDHA, NADH/diaphorase-resazurin fluorescence; active compounds read low; activity change, % (values are at about 110 or 230 µM); hit rate 0.15% among 480,000; in the data active = activity change below about -30%; inconclusive = mostly about -25% to -30%;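 also: plate controls were DMSO wells for no effect and wells without enzyme for full effect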
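Human LDH5 (2 nM) was incubated with 0.06 mM NADH and 0.2 mM pyruvate for 5 min at room temperature in Tris pH 7.4. Remaining NADH was coupled through diaphorase/resazurin, and resorufin fluorescence was read at 0 and 20 min.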
Apoferritin bind: binds horse apoferritin like a general anesthetic. P02791. apoferritin/1-aminoanthracene competitive binding, fluorescence. Potency, µM (titrated, usually from 77.5 µM), for the others: at the highest dose activity change, negative = displacement, actives largely listed as inhibitors. hit rate 0.074% among 350,000; also: potency is read from the fitted curve at half-maximal effect; % is scaled to controls: 0 for no effect and ±100 for the full control effect; nearly all actives have a fitted effect of over 20% in size
Target sequence (P02791 2-175 limits assumed): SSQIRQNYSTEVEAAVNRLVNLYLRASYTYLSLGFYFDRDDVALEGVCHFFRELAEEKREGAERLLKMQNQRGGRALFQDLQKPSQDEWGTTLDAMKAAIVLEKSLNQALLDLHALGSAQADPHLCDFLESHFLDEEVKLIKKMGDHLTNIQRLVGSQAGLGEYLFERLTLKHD
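Apoferritin-based anesthetic binding model; compound displacement of fluorescent 1-AMA measured as endpoint fluorescence after 10 minutes at room temperature, scaled to free-ligand and complex controls.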
RGS4 inh: inhibitors of human regulator of G protein signaling 4. Transcreener GDP fluorescence polarization, RGS4-accelerated GTP hydrolysis. hit rate 0.039% among 390,000. Potency, µM (top dose mostly 114 µM), for inactives: at the highest dose activity change, negative = inhibition, usual class: inhibitors; also: potency is read from the fitted curve at half-maximal effect; % is scaled to controls: 0 for no effect and ±100 for the full control effect; nearly all actives have a fitted effect of over 75% in size; some results filed as inactive show a strong effect at the top dose
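MLSMR compounds (23 nl, pin-transferred) preincubated 10 min at room temperature with a 500nM (2x) first reagent, then RGS4 at 900nM (2x) plus Transcreener GDP mix added; fluorescence polarization (620/688 nm) read before and after 90 min at 30 °C.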
POLH inh: inhibitors of human DNA polymerase eta; Q9Y253; recombinant Pol eta, fluorescent DNA replication assay; Potency, µM (titrated, usually from 114 µM), without a hit: top-dose activity change, negative = inhibition, hits mostly inhibitors; hit rate 1.2% among 390,000; AID 588591; also: potency is read from the fitted curve at half-maximal effect; % is scaled to controls: 0 for no effect and ±100 for the full control effect
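Pol eta at 10 nM preincubated with compounds 15 min at room temperature; reaction started with fluorescent substrate (50 nM final) and read kinetically at 0 and 10 min.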
Pol kappa inh: DNA polymerase kappa (human) inhibition; Q9UBT6; purified Pol kappa, fluorescent DNA synthesis assay, 10 min; Potency, µM (titrated, usually from 107 µM), inactives show top-dose activity, negative = inhibition, actives largely listed as inhibitors; hit rate 0.53% among 400,000; also: potency is read from the fitted curve at half-maximal effect; % is scaled to controls: 0 for no effect and ±100 for the full control effect
Target sequence (Q9UBT6 whole entry, looked up): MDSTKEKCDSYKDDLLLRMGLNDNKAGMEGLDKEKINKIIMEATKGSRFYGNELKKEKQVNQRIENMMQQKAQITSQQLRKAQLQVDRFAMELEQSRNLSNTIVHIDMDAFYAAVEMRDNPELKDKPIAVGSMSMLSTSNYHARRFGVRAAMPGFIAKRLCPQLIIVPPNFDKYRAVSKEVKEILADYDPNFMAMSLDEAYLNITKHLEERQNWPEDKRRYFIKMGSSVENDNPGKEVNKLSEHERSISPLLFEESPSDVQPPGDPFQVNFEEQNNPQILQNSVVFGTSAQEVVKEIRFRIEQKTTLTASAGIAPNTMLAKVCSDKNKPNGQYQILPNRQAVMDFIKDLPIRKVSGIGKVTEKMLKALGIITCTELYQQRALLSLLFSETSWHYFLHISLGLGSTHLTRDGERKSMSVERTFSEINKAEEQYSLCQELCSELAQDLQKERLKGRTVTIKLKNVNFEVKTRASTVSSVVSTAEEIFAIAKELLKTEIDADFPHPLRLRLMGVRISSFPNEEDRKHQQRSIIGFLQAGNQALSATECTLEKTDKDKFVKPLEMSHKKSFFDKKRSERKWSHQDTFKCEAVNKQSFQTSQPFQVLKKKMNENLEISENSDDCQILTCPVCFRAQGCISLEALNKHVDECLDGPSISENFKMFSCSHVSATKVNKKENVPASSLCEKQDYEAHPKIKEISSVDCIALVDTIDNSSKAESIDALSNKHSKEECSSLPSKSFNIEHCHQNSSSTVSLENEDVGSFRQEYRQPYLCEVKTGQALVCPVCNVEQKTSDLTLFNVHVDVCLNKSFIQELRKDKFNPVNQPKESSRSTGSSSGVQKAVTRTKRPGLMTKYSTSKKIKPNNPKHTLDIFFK
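Kinetic fluorescence screen: compound preincubated 15 min RT with 10 nM enzyme; 50 nM substrate (final) initiates; reads at 0/10 min.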
* marks the source's active call; other numbers are inactive results; i = inactive; ? = inconclusive; / = not tested or not shown; [ ] = another dose, or the depositor's remark. Unless noted, calls follow the shape of the dose curve; as a rule, active = well fitted curve in the direction sought with a large enough effect; inconclusive = small, poorly fitted or top-dose-only effect, or another doubt; inactive = no such curve, though single readings can be large; an effect the other way counts as inactive or inconclusive.

SMILES	12-LOX inh	ERG Ets-DNA blk	POLB inh	APE1 inh	LDHA inh	Apoferritin bind	RGS4 inh	POLH inh	Pol kappa inh
O=C(Cc1c(F)cccc1Cl)Nc1cc(S(=O)(=O)N2CCCCC2)ccc1N1CCOCC1	0%	-1%	6%	6%	-2	-12%	27%	-3%	-14%
Cc1cccc(OCCCC(=O)NC2CCCCC2)c1	0%	6%	0%	-5%	-3	?	-19%	-25%	-6%
CSc1nn(CC(=O)Nc2cc(C)ccc2C)c(N)c1S(=O)(=O)c1ccccc1	-24%	-3%	-3%	/	1	-10%	-14%	-15%	1%
CCN(CC)N=Nc1ccc(C(=O)O)cc1	?	-11%	4%	4%	-6	-2%	-29%	-15%	-6%
C=C(C)Cn1c(SCC(=O)N/N=C/c2c(O)ccc3ccccc23)nc2ccccc2c1=O	8%	-5%	9%	4%	7	0%	10%	-12%	-5%
CC1=C(C(=O)OC2CCCCC2)C(c2cccnc2)n2nnnc2N1 (centres undefined)	-12%	-14%	-2%	4%	-10	-14%	7%	-11%	-9%
CN1CCN(S(=O)(=O)c2ccc(Br)c3nsnc23)CC1	-13%	-11%	10%	-2%	-16	-13%	9%	-2%	-3%
COc1ccc(NC(=O)Cn2nnnc2-c2ccccc2F)c(C)c1	9%	5%	-12%	/	-5	4%	15%	-13%	-24%
CCOC(=O)c1c(/N=C/C2=C(O)CC(C)(C)CC2=O)sc2c1CCCC2	?	4%	10%	-5%	-4	-2%	8%	-20%	3%
CCc1nc2cccnc2n1-c1ccc(CC(=O)Nc2cccc(C)c2C)cc1	-11%	-1%	21%	/	-2	-1%	-13%	-5%	-3%
Cc1cccc(C)c1NC(=O)c1cnn(-c2ccccc2)c1C	6%	-3%	7%	-5%	-3	-2%	41%	8%	-9%
O=C(Nc1ccccc1)c1cc(Cl)nc2ccccc12	-2%	-7%	-1%	4%	-7	-3%	14%	-23%	-12%
CCCc1c(C(=O)N/N=C(\C)CCc2ccc(OC)cc2)nnn1-c1nonc1N	-3%	13%	25%	34%	-5	-16%	-12%	-12%	1%
CCOC(=O)C1=C(COC(=O)C(CC)c2ccccc2)NC(=O)NC1C (centres undefined)	0%	0%	/	21%	-1	/	-13%	-8%	3%
Cc1ccc(S(=O)(=O)N2C[C@@H]3[C@H]4CC[C@H](C4)[C@@H]3[C@@H](C)[C@@H]2c2cn(Cc3ccccc3)c3ncccc23)cc1	-18%	5%	/	-7%	-7	/	9%	-7%	-19%
COc1c(NC=O)c2c(c([N+](=O)[O-])c1OC)C(=O)OC2	5%	-3%	/	/	-6	/	-2%	-7%	4%
Cn1c(=O)c(C(=O)NC2CCCCCCC2)c(O)c2ccccc21	5%	-9%	-6%	0%	2	-9%	21%	10%	4%
COc1ccc(/C=C/c2ccc3cccc(O)c3n2)cc1Br	-11%	7%	23%	5%	-3	4%	17%	-8%	-13%
COc1ccc(C2C=C(c3ccc(Cl)cc3)Nc3nc(-c4ccc(Cl)cc4)nn32)cc1 (centres undefined)	5.6µM*	0%	3%	/	3	-13%	15%	-4%	-11%
CC(=O)Oc1c(S(=O)(=O)c2ccc(C)cc2)c(C)nn1C(C)(C)C	103%[activator]	0%	1%	1%	-10	-9%	-3%	-17%	-12%
COc1ccc(-c2noc(CN3CCOCC3)n2)cc1OC	-4%	-1%	2%	-3%	-3	-9%	-19%	-8%	-9%
Clc1cccc(-n2ncc3c(Nc4ccc5c(c4)OCCO5)ncnc32)c1	?	-5%	-24%	/	2	-2%	-6%	-26%	-1%[60.1 µM]
COc1ccc(Br)cc1CN(C)CC(=O)NCc1ccc(F)cc1	?	-24%	0%	-13%	-14	3%	-2%	-11%	-12%
CC(=O)N[C@H](C(=O)O)C(C)(C)SN=O	/	/	7%[57.1 µM]	-5%	/	/	-5%[56.9 µM]	-2%[57.1 µM]	5%[60.1 µM]
COc1ccc(CCNC(=O)COC(=O)CSc2ccc([N+](=O)[O-])cc2)cc1OC	35%[activator]	-3%	/	21%	-2	/	11%	-20%	-12%

3 successive entries from above, quoted:
SMILES	12-LOX inh	ERG Ets-DNA blk	POLB inh	APE1 inh	LDHA inh	Apoferritin bind	RGS4 inh	POLH inh	Pol kappa inh
COc1ccc(Br)cc1CN(C)CC(=O)NCc1ccc(F)cc1	?	-24%	0%	-13%	-14	3%	-2%	-11%	-12%
CC(=O)N[C@H](C(=O)O)C(C)(C)SN=O	/	/	7%[57.1 µM]	-5%	/	/	-5%[56.9 µM]	-2%[57.1 µM]	5%[60.1 µM]
COc1ccc(CCNC(=O)COC(=O)CSc2ccc([N+](=O)[O-])cc2)cc1OC	35%[activator]	-3%	/	21%	-2	/	11%	-20%	-12%

Remaining list, next part.
SMILES	12-LOX inh	ERG Ets-DNA blk	POLB inh	APE1 inh	LDHA inh	Apoferritin bind	RGS4 inh	POLH inh	Pol kappa inh
Cc1[nH]c(=O)[nH]c(=O)c1NC(=O)c1ccc(OC(C)C)cc1	0%	-2%	46%	-5%	-4	-4%	-2%	-10%	-1%
N#CNC(N)=Nc1cccc(Cl)c1	7%	2%	-20%	-3%	-6	-16%	-1%[56.9 µM]	-3%	-15%
COc1ccc(CC(=O)Nc2ccc3nc(Nc4cccc(Cl)c4)cc(C)c3c2)cc1OC	-7%	10%	-16%	/	6	752%[activator]	-27%	-18%	3%
O=[N+]([O-])c1ccc(C(O)CN2CCOCC2)cc1 (centres undefined)	10%	14%	-5%	31%	-6	-3%	-1%	-17%	-5%
CCc1cc2c(Nc3ccccc3O)nc(C)nc2s1	-25%	6%	21%	8%	-7	-4%	17%	0%	-6%
O=C(NC1CCS(=O)(=O)C1)c1cn(-c2ccccc2)nc1-c1ccccc1 (centres undefined)	0%	1%	10%	1%	-3	-7%	-13%[11.4 µM]	-10%	-6%
COc1ccc(C(=O)N2CCNC(=O)C2CC(=O)Nc2cc(Cl)ccc2OC)cc1 (centres undefined)	-10%	-2%	0%	21%	0	-11%	11%	4%	10%
COc1ccccc1CCC(=O)OCC(=O)Nc1cc(S(=O)(=O)N2CCOCC2)ccc1C	2%	-10%	/	17%	-2	/	-14%	-18%	-1%
COc1ccccc1CNC(=O)C1CCN(S(=O)(=O)c2ccc3c(c2)OCCCO3)CC1	-17%	-5%	0%	-3%	-8	-15%	-18%	-17%	-15%
COC(=O)CC1NCCNC1=O (centres undefined)	0%	2%	8%	2%	-10	-8%	5%	-7%	-10%
CC(C)c1nnc(NC(=O)c2nc(S(=O)(=O)Cc3ccccc3F)ncc2Cl)s1	23%	8%	6%	59%[activator]	0	-13%	-17%	-5%	10%
Cc1ccc(/C(O)=C2/C(=O)C(=O)N(c3ccccn3)C2c2ccc([N+](=O)[O-])cc2)cc1 (centres undefined)	?	-3%	1%	21%	-2	0%	-20%	-1%	-3%
CCc1c(C)c2ccc(O)c(CN3CCN(c4cc(Cl)ccc4C)CC3)c2oc1=O	-21%	4%	-1%	/	-6	119%[activator]	-3%	-13%	0%
Cc1ccc(-n2nc3c(c2NC(=O)CC(C)C)CS(=O)C3)cc1 (centres undefined)	40µM*	-7%	8%	1%	-1	-15%	-1%	-10%	3%
CCCC[C@@H]1C[C@H]1[C@@H](NC(=O)c1ccco1)c1ccccc1C(F)(F)F	/	7%	/	/	3	/	3%	-16%	-7%
CS(=O)(=O)N1CCN=C1SCc1cccc(F)c1	46%[activator]	4%	9%	26%	2	-18%	15%	-17%	4%
COc1ccccc1-n1c(C)nc2cc(C(=O)NCC3CCCO3)ccc21 (centres undefined)	1%	3%	24%	5%	-6	2%	1%	1%	-6%
CN(C)C(=O)CCc1ccc2c3c([nH]c2c1)[C@]1(CCC2CCCC2)[C@@H](C(=O)N2CCOCC2)C[C@H](CC(=O)NCCc2ccccn2)C(=O)N1CC3	1%	-8%	/	-11%	0	/	-2%	-19%	3%
O=C1c2ccccc2C(=O)C1(CO)c1ccccc1	-17%	-2%	18%	4%	-11	-13%	2%	-7%	0%
NC(=O)C1CCN(S(=O)(=O)c2cccc(C(=O)O)c2)CC1	27%	0%	1%	?	-2	-2%	-2%	3%	-33%
Cc1cc(OCC(O)CN2CCCC2)ccc1C(C)C (centres undefined)	-16%	-14%	63%	7%	3	-23%	9%	-3%	8%
COc1cccc(C(c2sc3nc(-c4ccco4)nn3c2O)N2CCC(C)CC2)c1 (centres undefined)	?	-19%	4%	/	5	-4%	5%	-14%	-2%[60.1 µM]
COc1ccc2sc3c(=O)[nH]c4ccccc4c3c2c1	-7%	-1%	27%	13%	2	-7%	-24%	?	-18%
O=C(NC(=S)Nc1ccccc1)c1cc(-c2ccccc2)nc2ccccc12	?	1%	2%	-3%	-8	?	-5%	-1%	-10%
Cc1ccccc1NC(=O)c1c(C)nn(-c2ccccc2)c1Cl	1%	-5%	11%	0%	-7	-12%	18%	-9%	-13%
Cc1ccnc(NS(=O)(=O)c2ccc(NC(=O)c3ccc([N+](=O)[O-])s3)cc2)n1	-17%	13%	?	5%	-1	-6%	-22%[11.4 µM]	?	-24%
COc1cccc(N=Cc2ccc(O)cc2O)c1	?	-1%	-6%	2%	13	?	17%	-2%	-9%
CCCCCCCCCCCCC(=O)N1CCCC[C@H]1CNC(=O)[C@@H](N)CCCCN	?	/	/	1%	/	/	i	/	-10%[19.4 µM]
CC(=O)c1ccccc1NS(=O)(=O)c1ccccc1Cl	0%	10%	-24%	-4%	-2	-8%	-44%	-20%	-6%

Bioassay records as filed in PubChem.

Only part of the results is shown; rates above refer to the full screens.
